# PHOSPHO1 block = PubChem AID 1565 | recombinant PHOSPHO1, absorbance phosphatase assay | inhibition, % at 13.3 µM | hit rate 1.1% among 290,000 | Phosphoethanolamine/phosphocholine phosphatase (Homo sapiens), Q8TCT1; in the data active = inhibition above about 60%
# MEKK3 PB1 HTS = modulators of MEKK3-MEK5 PB1 binding, primary screen, biochemical, wildtype MEKK3, multiplex bead flow cytometry, Alexa488-MEK5; Mitogen-activated protein kinase kinase kinase 3 (Homo sapiens), Q99759; bead-based flow cytometry, Alexa488-MEK5 binding to MEKK3; actives lie on both sides; 0 = blocked by unlabeled MEK5, 100 = vehicle; binding response (% of control), % at 10 µM; hit rate 1.4% among 290,000; AID 1529, 2009;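 active = binding response more than 3 SD above or below the average of its plate-row segment, actives on both sides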;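 note: Alexa488 bead fluorescence after subtracting the streptavidin-only scavenger bead signal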
# Target sequence (Q99759 whole entry, looked up): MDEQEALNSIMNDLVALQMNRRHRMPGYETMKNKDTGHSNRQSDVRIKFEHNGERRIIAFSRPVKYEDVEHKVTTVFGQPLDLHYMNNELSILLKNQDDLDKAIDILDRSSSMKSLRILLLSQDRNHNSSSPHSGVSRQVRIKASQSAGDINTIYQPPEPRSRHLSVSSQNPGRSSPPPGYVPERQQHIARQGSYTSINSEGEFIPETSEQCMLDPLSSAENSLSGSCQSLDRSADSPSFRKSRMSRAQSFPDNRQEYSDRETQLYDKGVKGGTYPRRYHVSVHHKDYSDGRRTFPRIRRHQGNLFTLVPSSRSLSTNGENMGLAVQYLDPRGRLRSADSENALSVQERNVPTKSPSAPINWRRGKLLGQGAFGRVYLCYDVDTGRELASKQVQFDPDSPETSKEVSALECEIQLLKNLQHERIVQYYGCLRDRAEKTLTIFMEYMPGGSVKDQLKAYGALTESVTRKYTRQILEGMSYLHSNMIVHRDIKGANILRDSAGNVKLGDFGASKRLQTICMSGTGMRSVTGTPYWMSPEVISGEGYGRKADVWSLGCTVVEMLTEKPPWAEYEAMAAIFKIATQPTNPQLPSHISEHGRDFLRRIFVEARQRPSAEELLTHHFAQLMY
# MEKK2wt PB1 HTS = modulators of MEK5 binding to wildtype MEKK2, primary screen, biochemical, multiplex bead flow cytometry, Alexa488-MEK5. Mitogen-activated protein kinase kinase kinase 2 (Homo sapiens), Q9Y2U5. Alexa488-MEK5 binding to MEKK2 WT; actives lie on both sides. binding response (% of control), % at 10 µM. hit rate 1.1% among 290,000. AID 1531, 2009; in the data active = binding response below about 67% or above about 130%
# NALP1 yeast inh = NALP1 inflammasome inhibitors in reconstituted yeast, colorimetric, S. cerevisiae, triplicate retest; S. cerevisiae NALP1/ASC/caspase-1 growth, X-gal OD620, 72 h; inhibition, % at 10 µM; hit rate 0.61% among 280,000; AID 2071, 2009; in the data active = inhibition mostly above about 24%, no sharp cut-off; inactive = mostly below about 32%; note: some compounds called inactive have numbers as strong as hits
# DNA FID counter = compounds displacing fluorescent DNA intercalator, primary screen, artefact control for HCV NS3 helicase inhibitor project, biochemical, FID fluorescence; DNA fluorescent intercalator displacement; inhibition, % at 7.9 µM; hit rate 0.17% among 290,000; in the data active = inhibition above about 37%;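 note: 0% = vehicle and 100% = reference compound; higher means more ethidium bromide displaced from hairpin DNA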
# PfM18AAP inh = PfM18AAP inhibitors, malaria aminopeptidase, primary screen, biochemical, QFRET, recombinant enzyme; H-Glu-NHMec fluorogenic cleavage; M18 aspartyl aminopeptidase (Plasmodium falciparum 3D7); AID 1822, 2009; hit rate 1.2% among 290,000; inhibition, % at 7.35 µM;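 active = inhibition above the campaign mean inhibition over all tested compounds plus 3 SD, cut at about 28% in these data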;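 note: 0% = plate median of test compound wells and 100% = 2 mM ZnCl2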
# MEKK2 mut-MEK5 = MEK5 binding signal on mutant MEKK2 PB1, primary screen, biochemical, multiplex bead flow cytometry, Alexa488-MEK5. Alexa488-MEK5 binding to MEKK2 mutant. hit rate 0.35% among 290,000. AID 1530, 2009. percent response, % at 10 µM; in the data active = percent response above about 24%, passing the limit was not always enough; note: inactives centre near 1; some results filed as inactive read as strong as hits; reference of the scale not given here
# OXTR agonist = human OXTR agonists, primary screen, fluorescence, CHO-OTR cells, Fluo-8 calcium; Oxytocin receptor (Homo sapiens), P30559; Fluo-8 calcium fluorescence; normalized: DMSO 0%, oxytocin 100%; activation, % at 3 µM; hit rate 0.32% among 320,000; AID 2435, 2010;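 active = activation above the mean of all tested compounds plus 3 SD, cutoff set per screening run, cut at about 20% in these data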;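 note: peak over basal fluorescence ratio from a 100 s FLIPR kinetic read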
# Target sequence (P30559 whole entry, looked up): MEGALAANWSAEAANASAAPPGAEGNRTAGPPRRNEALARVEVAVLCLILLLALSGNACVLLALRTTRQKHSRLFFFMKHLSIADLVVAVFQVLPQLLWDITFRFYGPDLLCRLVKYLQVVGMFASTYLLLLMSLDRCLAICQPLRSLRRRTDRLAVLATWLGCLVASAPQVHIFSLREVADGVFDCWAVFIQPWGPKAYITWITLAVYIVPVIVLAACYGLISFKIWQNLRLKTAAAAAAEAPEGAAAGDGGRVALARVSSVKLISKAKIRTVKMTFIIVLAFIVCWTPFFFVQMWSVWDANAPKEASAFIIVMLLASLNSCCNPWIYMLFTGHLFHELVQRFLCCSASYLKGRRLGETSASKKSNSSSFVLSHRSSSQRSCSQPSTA
# GPR7 antagonist = GPR7 receptor antagonists, primary screen, cell-based, fluorescence, single concentration; Neuropeptides B/W receptor type 1 (Homo sapiens), P48145; GPR7-expressing cells, fluorescence antagonist assay; inhibition, % at 4.4 µM; hit rate 1.1% among 290,000; AID 1861, 2009; in the data active = inhibition above about 16%, passing the limit was not always enough;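 note: cells stimulated with the agonist NPW; 0% = agonist with vehicle and 100% = vehicle without agonist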
# Starred values were filed as active, the others as inactive; . = not tested or not shown; [ ] = another dose, or the depositor's remark. Rows were taken by chance, and some 6.2% of all compounds hit somewhere here.
SMILES,PHOSPHO1 block,MEKK3 PB1 HTS,MEKK2wt PB1 HTS,NALP1 yeast inh,DNA FID counter,PfM18AAP inh,MEKK2 mut-MEK5,OXTR agonist,GPR7 antagonist
O=C(Cn1nnc2ccccc21)c1cccc([N+](=O)[O-])c1,-8,104,102,17,-1,2,2,0.2,-3
COc1cc(/C=N\NC(=O)c2cccc(Cl)c2)ccc1Oc1ccc([N+](=O)[O-])cn1,46,94,91,-3,-13,-2,-9,-1.3,-12
COc1ccccc1C1C(C(=O)NCc2ccccc2)=C(C)Nc2ncnn21 (configuration not stated),-6,103,98,0,-4,-8,0,0.7,-8
CC(C)(C)C1CCC(=NNC(=S)NCc2ccccc2)CC1 (configuration not stated),-114,106,104,5,-7,5,1,-2.7,-5
COC(=O)N(NC(=O)C(O)(CCC(C)C)CCC(C)C)c1ccccc1,-11,102,100,17,-25,7,0,-2.1,24*
N#Cc1nc(-c2cccs2)oc1N1CCOCC1,7,107,104,23,-6,-6,6,-0.1,-12
CSc1ccc(NS(=O)(=O)c2ccc(-n3cnnn3)cc2)cc1,-5,104,106,10,-6,0,5,9.2,7
CCN(CC)c1ccc(C(=O)N/N=C(\C)c2cccc(OC)c2)cc1,7,105,101,39,-10,-20,-1,-1.5,-10
Cc1ccc2nc(Cl)c3nnnn3c2c1,-14,80,82,15,3,1,-16,0.1,4
Cc1c(NC(=O)c2cc(CC(C)C)on2)c(=O)n(-c2ccccc2)n1C,-17,113,112,13,-3,3,19,-0.1,-5
COc1ccc(S(=O)(=O)Nc2c(C(=O)O)[nH]c3ccc(OC)cc23)c(OC)c1,46,98,103,0,-25,0,2,-0.8,3
COc1ccc(C(=O)Nc2ccc(C(=O)NCCc3ccccc3)cc2)cc1,12,107,111,-4,-9,-2,-5,0.9,-7
CCN(CC)C(=O)c1ccc(CS(=O)(=O)c2ccc(OC)cc2)o1,2,109,107,17,-8,3,4,5.0,-7
CC(C)c1ccc(NC(=O)c2cccc(NC3=NC4CS(=O)(=O)CC4S3)c2)cc1 (configuration not stated),12,102,95,-1,-21,8,-2,-0.6,0
CCC(=O)N1CCN(c2ccccc2NC(=O)c2ccc(OC)c(Cl)c2)CC1,17,111,112,22,-39,0,5,-1.4,10

# Arranged by molecular weight (ascending): part of the list above.
SMILES,PHOSPHO1 block,MEKK3 PB1 HTS,MEKK2wt PB1 HTS,NALP1 yeast inh,DNA FID counter,PfM18AAP inh,MEKK2 mut-MEK5,OXTR agonist,GPR7 antagonist
CCN(CC)c1ccc(C(=O)N/N=C(\C)c2cccc(OC)c2)cc1,7,105,101,39,-10,-20,-1,-1.5,-10
CSc1ccc(NS(=O)(=O)c2ccc(-n3cnnn3)cc2)cc1,-5,104,106,10,-6,0,5,9.2,7
COc1ccc(C(=O)Nc2ccc(C(=O)NCCc3ccccc3)cc2)cc1,12,107,111,-4,-9,-2,-5,0.9,-7

# Continuation:
SMILES,PHOSPHO1 block,MEKK3 PB1 HTS,MEKK2wt PB1 HTS,NALP1 yeast inh,DNA FID counter,PfM18AAP inh,MEKK2 mut-MEK5,OXTR agonist,GPR7 antagonist
O=C(COC(=O)/C=C/c1nc2ccccc2s1)Nc1cccc(Cl)c1Cl,3,102,102,33,-3,-6,-1,4.1,-6
CCn1c(N2CCN(S(=O)(=O)c3ccc(OC)cc3)CC2)nc2ccccc21,14,106,108,1,-35,2,3,13,-5
O=C(NC(=S)Nc1cc([N+](=O)[O-])ccc1O)C1CC1,33,103,105,12,-8,4,11,-0.7,13
CC(C)C[C@H]1CN=C(Nc2ccccc2)N1CCCCc1ccccc1,-2,100,108,5,1,12,7,1.7,39*
CCC1CCCCN1C(=O)c1cc2cc(Br)ccc2oc1=O (configuration not stated),-18,99,99,-3,-15,6,3,1.4,-13
O=C(Cn1c(=O)[nH]c2ccsc2c1=O)N1CCN(c2ccc(F)cc2)CC1,-10,98,101,-62,-1,-2,-1,4.1,-3
Cc1cccc(N=C2NC(=O)/C(=C\c3cccs3)S2)c1,14,98,94,49,-9,-5,-2,-1.9,-7
Cc1nc2cc(N=NC3=C(O)CCCC3=O)ccc2s1,-5,94,97,26,1,1,-2,-0.4,-7
Cc1nc(-c2nnc(SCC(=O)Nc3cc(Cl)cc(Cl)c3)n2C)cs1,3,89,90,.,-6,5,-5,-1.2,-11
CCOC(=O)CSc1nc2sc3c(c2c(=O)n1-c1ccccc1)CCN(C)C3,-37,103,108,17,-6,8,3,2.1,-20
O=C(NCCc1ccccc1)C(=O)N/N=C/c1ccccc1C(F)(F)F,1,106,103,-8,-2,3,4,-0.6,0
COc1ccc(C(=O)N[C@H](C(=O)Nc2sccc2C(N)=O)C(C)C)cc1,6,97,95,-10,-14,3,1,0.9,-18
COc1ccc(S(=O)(=O)N2CCN(Cc3ccc4c(c3)OCO4)CC2)cc1,46,100,101,-1,-13,2,0,0.8,1
COc1cc(S(=O)(=O)N(Cc2cccc(OC)c2OC)CC2CCCO2)ccc1-n1cnnn1 (configuration not stated),43,98,95,.,-37,1,1,-0.1,-2
Cc1cccc(OCc2nnc(SCC(=O)Nc3nccs3)o2)c1,24,95,90,0,-12,13,-20,0.0,-8

# Rewritten with two lines to a compound: part of the list above
# Order of values – PHOSPHO1 block, MEKK3 PB1 HTS, MEKK2wt PB1 HTS, NALP1 yeast inh, DNA FID counter, PfM18AAP inh, MEKK2 mut-MEK5, OXTR agonist, GPR7 antagonist
COc1ccc(S(=O)(=O)Nc2c(C(=O)O)[nH]c3ccc(OC)cc23)c(OC)c1
  46, 98, 103, 0, -25, 0, 2, -0.8, 3
COc1ccc(C(=O)Nc2ccc(C(=O)NCCc3ccccc3)cc2)cc1
  12, 107, 111, -4, -9, -2, -5, 0.9, -7
CCN(CC)C(=O)c1ccc(CS(=O)(=O)c2ccc(OC)cc2)o1
  2, 109, 107, 17, -8, 3, 4, 5.0, -7
CC(C)c1ccc(NC(=O)c2cccc(NC3=NC4CS(=O)(=O)CC4S3)c2)cc1 (configuration not stated)
  12, 102, 95, -1, -21, 8, -2, -0.6, 0
CCC(=O)N1CCN(c2ccccc2NC(=O)c2ccc(OC)c(Cl)c2)CC1
  17, 111, 112, 22, -39, 0, 5, -1.4, 10
O=C(COC(=O)/C=C/c1nc2ccccc2s1)Nc1cccc(Cl)c1Cl
  3, 102, 102, 33, -3, -6, -1, 4.1, -6
CCn1c(N2CCN(S(=O)(=O)c3ccc(OC)cc3)CC2)nc2ccccc21
  14, 106, 108, 1, -35, 2, 3, 13, -5
O=C(NC(=S)Nc1cc([N+](=O)[O-])ccc1O)C1CC1
  33, 103, 105, 12, -8, 4, 11, -0.7, 13
CC(C)C[C@H]1CN=C(Nc2ccccc2)N1CCCCc1ccccc1
  -2, 100, 108, 5, 1, 12, 7, 1.7, 39*
CCC1CCCCN1C(=O)c1cc2cc(Br)ccc2oc1=O (configuration not stated)
  -18, 99, 99, -3, -15, 6, 3, 1.4, -13
O=C(Cn1c(=O)[nH]c2ccsc2c1=O)N1CCN(c2ccc(F)cc2)CC1
  -10, 98, 101, -62, -1, -2, -1, 4.1, -3
Cc1cccc(N=C2NC(=O)/C(=C\c3cccs3)S2)c1
  14, 98, 94, 49, -9, -5, -2, -1.9, -7
Cc1nc2cc(N=NC3=C(O)CCCC3=O)ccc2s1
  -5, 94, 97, 26, 1, 1, -2, -0.4, -7
Cc1nc(-c2nnc(SCC(=O)Nc3cc(Cl)cc(Cl)c3)n2C)cs1
  3, 89, 90, ., -6, 5, -5, -1.2, -11
CCOC(=O)CSc1nc2sc3c(c2c(=O)n1-c1ccccc1)CCN(C)C3
  -37, 103, 108, 17, -6, 8, 3, 2.1, -20
O=C(NCCc1ccccc1)C(=O)N/N=C/c1ccccc1C(F)(F)F
  1, 106, 103, -8, -2, 3, 4, -0.6, 0
COc1ccc(C(=O)N[C@H](C(=O)Nc2sccc2C(N)=O)C(C)C)cc1
  6, 97, 95, -10, -14, 3, 1, 0.9, -18

# (list continues)
SMILES,PHOSPHO1 block,MEKK3 PB1 HTS,MEKK2wt PB1 HTS,NALP1 yeast inh,DNA FID counter,PfM18AAP inh,MEKK2 mut-MEK5,OXTR agonist,GPR7 antagonist
O=C1/C(=C/c2ccncc2)SC(=S)N1C1CCCCC1,6,101,108,25,0,-2,8,0.6,2
COc1ccc(CNC(=O)CN(C(=O)c2snc(C(N)=O)c2N)c2cccc(F)c2)cc1,28,102,99,6,-16,-1,-1,1.2,-13
O=C1CCC(C(=O)Nc2ccccc2N2CCOCC2)=NN1,17,92,95,.,-7,-10,-19,1.0,-1
Cc1ccc(C(=O)N/C(=C\c2ccco2)C(=O)NCc2cccnc2)cc1,-7,101,99,6,-14,1,-2,-0.8,-10
Cn1c(SCC(=O)NNC(=O)Cc2ccccc2)nnc1-c1ccc(Cl)cc1,-3,105,102,21,-7,-5,0,-0.4,-14
O=C(NCc1ccccc1)c1ccc(F)c(F)c1,13,104,104,2,0,-6,8,-0.8,-4
COCCn1c(SCC(=O)/C=C2\N(C)c3ccccc3C2(C)C)nnc1-c1ccncc1,-9,107,105,16,-30,10,0,0.5,-7
CCn1ccnc1CN(C)Cc1nc(-c2ccccc2)no1,60*,109,93,-2,-2,-3,-8,1.1,-1
Cc1ccc(C)c(S(=O)(=O)ON2C(=O)c3ccccc3C2=O)c1,9,102,101,19,-3,-5,3,0.1,-3
CC(=O)Nc1ccc(Nc2nc(-c3ccccc3)nc3ccccc23)cc1,-7,93,93,7,5,-4,-8,5.2,-1
Cc1c(C(=O)NC2CCCc3ccccc32)oc2ccc(S(=O)(=O)N3CCOCC3)cc12 (configuration not stated),17,82*[inhibitor],84,-8,-7,9,-3,-0.9,-7
COc1ccc(C)cc1NC(=O)Nc1ccc(C(=O)N2CCCC2)cc1,28,101,104,0,-37,-4,3,-1.2,-13
Cc1ccc(Nc2nc(N)nc(CSc3nc(C)cc(C)n3)n2)cc1,-55,111,129,11,-21,3,10,-1.9,26*
Cn1cc(CCCC(=O)NCc2ccccc2)c2ccccc21,42,103,104,-5,-22,3,3,-0.9,8
CC(=O)N(C1=C(Cl)C(=O)c2ccccc2C1=O)C1CCCCC1,-82,102,94,66*,-1,-60,-4,-2.4,-19
O=S(=O)(c1ccc(Cl)c(NC(=S)Nc2cccc(O)c2)c1)N1CCOCC1,5,98,99,36,-3,17,-2,0.2,-6
O=C1c2ccccc2C(=O)N1CCCCN(C(=O)c1ccc(Cl)s1)c1ccc(Cl)cc1,-8,104,97,25,-1,-9,4,-0.6,-5
Cc1cc(N=Cc2c(O)ccc3cc(Br)ccc23)no1,-1,102,101,36,0,-10,-1,2.6,-4
Cn1nc([N+](=O)[O-])nc1Sc1nnnn1-c1cccc(C(=O)O)c1,2,105,105,14,-3,-2,0,0.6,-12
C=CCn1c(OCc2ccccc2)n[nH]c1=S,-91,101,103,6,-3,16,1,0.6,-6
O=C(COC(=O)c1cc[n+]([O-])cc1)NCc1ccccc1Cl,17,96,100,-14,-2,0,-1,-0.6,-11

# Screening data (PubChem BioAssay)
